Vif-APOBEC3G blk – qHTS for Inhibitors of Vif-A3G Interactions: qHTS; HeLa A3G-eYFP + Vif (tagged APOBEC3G with the HIV-1 protein that degrades it), YFP fluorescence, overnight; Potency, µM (series often up to 46.1 µM), without a hit: at the highest dose activity, negative = active, hits mostly inhibitors; 0.076% of 410,000 active;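 further: potency means the concentration at half of the fitted maximal effect; on the % scale 0 is the no-effect control and ±100 the full control effect; nearly all actives have a fitted effect of over 60% in size; hits raise eYFP signal because A3G escapes Vif-driven loss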
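HeLa cells stably expressing Vif and C-terminally eYFP-tagged A3G, seeded overnight at 37 deg C, then exposed to compound by pintool overnight at 37 deg C. Rise in yellow fluorescence (Ex 488/Em 500-530, Acumen) marks blocked Vif-driven A3G degradation.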
Vif-A3F inh – qHTS for Inhibitors of Vif-A3F Interactions: qHTS | HeLa A3F-eYFP + Vif (tagged APOBEC3F with the HIV-1 protein that degrades it), YFP fluorescence increase | Potency, µM (titrated, usually from 46.1 µM), for inactives: at the top dose activity, negative = active | 0.2% of 390,000 active; further: potency means the concentration at half of the fitted maximal effect; % of control where 0% means no effect; nearly all actives have a fitted effect of over 65% in size
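HeLa cells stably expressing A3F-eYFP plus Vif, plated and incubated overnight at 37 deg C, then exposed to compounds overnight at 37 deg C. Blocked degradation read as raised yellow fluorescence (Ex 488/Em 500-530).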
D1 antagonist – Antagonist of Human D 1 Dopamine Receptor: qHTS; 3.2% of 360,000 active; HEK293 TREx D1 cells, calcium flux, dopamine EC80; active compounds read low; activity change, negative = inhibition, % at 10 µM; D(1A) dopamine receptor (Homo sapiens), P21728; in the data active means activity change below about -30%; further: on the % scale 0 is the no-effect control and ±100 the full control effect
Target sequence (P21728 whole entry, looked up): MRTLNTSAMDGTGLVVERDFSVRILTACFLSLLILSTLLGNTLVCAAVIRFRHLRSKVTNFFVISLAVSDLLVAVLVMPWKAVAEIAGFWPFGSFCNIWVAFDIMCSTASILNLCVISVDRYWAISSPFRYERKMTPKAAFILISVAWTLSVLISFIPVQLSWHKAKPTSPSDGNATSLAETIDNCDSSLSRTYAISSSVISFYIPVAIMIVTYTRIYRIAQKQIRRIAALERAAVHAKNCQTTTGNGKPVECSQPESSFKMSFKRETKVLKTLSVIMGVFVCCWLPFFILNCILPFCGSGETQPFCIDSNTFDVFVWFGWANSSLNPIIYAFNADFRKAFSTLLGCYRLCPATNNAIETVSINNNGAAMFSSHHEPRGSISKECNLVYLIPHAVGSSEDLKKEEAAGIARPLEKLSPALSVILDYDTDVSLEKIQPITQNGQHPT
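Inducible Hek293 Trex D1 cells (tetracycline, overnight, 30 C). Calcium dye 30–90 min RT. Antagonist mode: EC80 dopamine added after 180 s compound read.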
RXFP1 ag – qHTS Assay for Agonists of the Relaxin Receptor RXFP1. 0.3% of 370,000 active. Potency, µM (highest dose often 57.5 µM), for inactives: at the highest dose activation, actives largely listed as activators. HEK293T-RXFP1 cAMP TR-FRET, 30 min; response scale: percent of porcine relaxin response, buffer zero; further: potency means the concentration at half of the fitted maximal effect; on the % scale 0 is the no-effect control and ±100 the full control effect; nearly all actives have a fitted effect of over 60% in size; many of its hits are not listed in these tables
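HEK293 cells stably expressing RXFP1, treated 30 min at 37C with compounds plus PDE4 inhibitor Ro 20174; cAMP measured by HTRF TR-FRET. Normalized to buffer and 29 nM porcine relaxin; EC50 by Hill fit.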
D2 PAM – HTS Assay for Positive Allosteric Modulators of the Human D2 Dopamine Receptor: Primary Screen for Potentiators | 0.34% of 340,000 active | potentiation, % at 10 µM | AID 485347, 2010 | HEK293 T-REx D2, calcium flux, EC20 dopamine potentiation | D(2) dopamine receptor (Homo sapiens), P14416;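 active means potentiation over 3 SD above the plate norm, cut at about 30% in these data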; further: 0% is about no effect
Target sequence (P14416 whole entry, looked up): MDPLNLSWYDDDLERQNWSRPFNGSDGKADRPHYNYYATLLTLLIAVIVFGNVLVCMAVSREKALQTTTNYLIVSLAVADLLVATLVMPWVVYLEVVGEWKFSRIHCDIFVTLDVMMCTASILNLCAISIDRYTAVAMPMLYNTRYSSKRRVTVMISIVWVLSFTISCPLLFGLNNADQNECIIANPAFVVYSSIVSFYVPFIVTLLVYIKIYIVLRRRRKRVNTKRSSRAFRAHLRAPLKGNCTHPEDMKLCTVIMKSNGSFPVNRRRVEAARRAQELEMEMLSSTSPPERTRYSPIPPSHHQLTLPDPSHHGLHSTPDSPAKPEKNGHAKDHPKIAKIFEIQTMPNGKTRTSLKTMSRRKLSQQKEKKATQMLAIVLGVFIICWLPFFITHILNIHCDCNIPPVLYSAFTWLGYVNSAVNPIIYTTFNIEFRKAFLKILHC
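Primary screen. Calcium kinetics in induced HEK293 T-REx D2 cells: compound pre-addition 180 s, EC20 dopamine, 180 s more.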
D1 PAM – Potentiators of Human D1 Dopamine Receptor: qHTS | D(1A) dopamine receptor (Homo sapiens), P21728 | HEK293 TREx D1 cells, calcium flux, dopamine EC20 potentiation | potentiation, % at 10 µM | 0.036% of 360,000 active; in the data active means potentiation above about 30%; further: 0% is about no effect
LDHA block – qHTS assay for inhibitors of human lactate dehydrogenase | L-lactate dehydrogenase A chain (Homo sapiens), P00338 | purified LDHA, NADH/diaphorase-resazurin fluorescence; active compounds read low | activity change, % (values are at about 110 or 230 µM) | 0.15% of 480,000 active; in the data active means activity change below about -30%; inconclusive means mostly about -25% to -30%;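 further: plate controls were DMSO wells for no effect and wells without enzyme for full effect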
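Human LDH5 at 2 nM final in Tris HCl pH 7.4 with 0.06 mM NADH and 0.2 mM pyruvate, reacted 5 minutes at room temperature. Remaining NADH coupled via diaphorase/resazurin; resorufin fluorescence read at 0 and 20 minutes, normalized to enzyme-free and DMSO wells.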
D1 agonist – Allosteric Agonists of the Human D1 Dopamine Receptor: qHTS; D(1A) dopamine receptor (Homo sapiens), P21728; HEK293 T-REx D1 cells, calcium flux, agonist mode; activation, % at 2 µM; 1% of 360,000 active; AID 504660, 2011; in the data active means activation above about 30%; further: 0% is about no effect
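Inducible HEK293 T-REx D1 cells, force-coupled to calcium signalling, were plated at 4000 cells/well with tetracycline and held overnight at 30 C. After no-wash calcium dye loading, compound-evoked calcium rise over 180 s flagged agonists.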
Glioma ERSR ind – qHTS for Inducers of the Endoplasmic Reticulum Stress Response (ERSR) in Human Glioma: qHTS; U87-MG GRP78 promoter luciferase reporter, 16 h; AID 602332, 2012; 0.02% of 420,000 active; Potency, µM, for inactives: top-dose activation, usual class: activators; further: potency means the concentration at half of the fitted maximal effect; series mostly up to about 76 µM; % of control where 0% means no effect; nearly all actives have a fitted effect of over 35% in size
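Stably transfected U87-MG human glioma cells carrying a GRP78-based luminescent sensor were seeded at 1000 cells/well, pin-dosed with compounds and incubated 16 h. Luciferase reagent was then added, and end-point luminescence was read after 10 min at room temperature.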
Active calls of the source: *; ? = inconclusive; · = no result given; & = joins results of further samples. Unless noted, the call rests on the fitted dose curve; in most records, active means well fitted curve in the direction sought with a large enough effect; inconclusive means small, poorly fitted or top-dose-only effect, or another doubt; inactive means no such curve, though single readings can be large; an effect the other way counts as inactive or inconclusive.

item	Structure	Vif-APOBEC3G blk	Vif-A3F inh	D1 antagonist	RXFP1 ag	D2 PAM
1	O=C(CN(CCN1CCOCC1)C(=O)Cn1nnc(-c2ccc(F)cc2)n1)NC1CCCCC1	2%	-3%	-6	-0.1%	6
2	CC(C)c1ccc(/C=C2\C(=O)N(CCN3CCOCC3)C(=S)N2C)cc1	-1%	9%	-11	-0.8%	19
3	CC(C)Cn1c(Cc2ccccc2)n[nH]c1=S	-2%	-10%	-35*	1.4%	-2
4	COc1ccc(CC(=O)OCC(=O)NCCc2ccccc2)cc1OC	1%	1%	-3	0.6%	0
5	COc1ccc(S(=O)(=O)N2CCN(C(=O)Nc3ccccc3OC)CC2)cc1	1%	-7%	-37*	-1.1%	0
6	O=C(CN1C(=O)NC2(CCCCCC2)C1=O)NCc1ccc(Cl)cc1	-1%	9%	·	·	·
7	FC(F)(F)c1cnc(N2CCSCC2)c(Cl)c1	-2%	4%	4	1.1%	6
8	COc1cccc(C2C(C(=O)OC(C)C)=C(C)Nc3ncnn32)c1 (centres undefined)	2%	2%	4	0.3%	-5
9	COc1cc(Cl)c(S(=O)(=O)n2cnc(C)c2)cc1Cl	2%	8%	-19	0.1%	20
10	CC1CN(CCOCCSc2ccccc2)CC(C)O1 (centres undefined)	0%	0%	12	0.7%	-3

item	D1 PAM	LDHA block	D1 agonist	Glioma ERSR ind
1	-1	0	1	-1%
2	-4	-5	3	-5%
3	-2	-5	33*	-4%
4	-2	2	1	-4%
5	9	-2	3	-6%
6	·	-10	·	-2%
7	1	-9	2	-6%
8	2	-14	2	-2%
9	-8	3	1	-5%
10	5	-10	3	-3%

Other compounds follow.
item	Structure	Vif-APOBEC3G blk	Vif-A3F inh	D1 antagonist	RXFP1 ag	D2 PAM
11	O=C(CC(c1ccccc1)c1ccccc1O)NCc1ccco1 (centres undefined)	-5%	0%	2	-2.3%	-4
12	CC(C)Oc1ccc(CNC(=O)c2ccc(CS(=O)c3cccc(Cl)c3)o2)cc1 (centres undefined)	2%	-4%	-1	-0.3%	-5
13	CCc1cccc(CC)c1NC(=O)/C(C#N)=C/c1ccccc1C(F)(F)F	-22%	3%	8	-0.1%	-20
14	CC1CCN(S(=O)(=O)c2ccc3c(c2)c(=O)c(C(=O)NCc2ccco2)cn3C)CC1	-4%	-4%	-20	4.1%	3
15	COc1ccc(NC(=O)c2sc3nc(N4CCOCC4)c4c(c3c2N)CC(C)(C)OC4)cc1	-1%	-13%	3	?	10
16	CCOc1cc2[nH]c(=S)n(CC3CCCO3)c(=O)c2cc1OCC (centres undefined)	-5%	4%	3	4.8%	-24
17	O=C(NNc1cccc(Cl)n1)c1cccnc1Cl	-1%	-12%	4	0.0%	-2
18	O=C1c2ccccc2C(=O)N1CC(O)Cn1nnc2ccccc21 (centres undefined)	-2%	0%	-5	-0.4%	-14
19	CC(C)C[C@H](NC(=O)N1CC(=O)Nc2ccccc21)C(=O)N[C@@H](C(=O)O)c1ccccc1	-4%	1%	-15	-4.5%	-6
20	COC(=O)C1(C(=O)OC)NOC2C(=O)N(N(C)c3ncc(C(F)(F)F)cc3Cl)C(=O)C21 (centres undefined)	-2%	-1%	4	2.0%	-8

item	D1 PAM	LDHA block	D1 agonist	Glioma ERSR ind
11	-5	-4	0	-2%
12	-6	-10	4	-2%
13	-7	3	3	?
14	-4	-3	2	-2%
15	2	-4&-12	2	1%
16	3	9	-4	-3%
17	-2	-1	5	-2%
18	-3	1	4	-5%
19	-9	-9	0	-2%
20	-2	-5	1	-5%

Fetched by compound from the entries so far, three records:
item	Structure	Vif-APOBEC3G blk	Vif-A3F inh	D1 antagonist	RXFP1 ag	D2 PAM
12	CC(C)Oc1ccc(CNC(=O)c2ccc(CS(=O)c3cccc(Cl)c3)o2)cc1 (centres undefined)	2%	-4%	-1	-0.3%	-5
18	O=C1c2ccccc2C(=O)N1CC(O)Cn1nnc2ccccc21 (centres undefined)	-2%	0%	-5	-0.4%	-14
11	O=C(CC(c1ccccc1)c1ccccc1O)NCc1ccco1 (centres undefined)	-5%	0%	2	-2.3%	-4

item	D1 PAM	LDHA block	D1 agonist	Glioma ERSR ind
12	-6	-10	4	-2%
18	-3	1	4	-5%
11	-5	-4	0	-2%

New compounds follow.
item	Structure	Vif-APOBEC3G blk	Vif-A3F inh	D1 antagonist	RXFP1 ag	D2 PAM
21	O=C(NCCN1CCCCCC1)c1ccc(N2CCCC2=O)cc1	1%	1%	0	-1.0%	1
22	CN(C)S(=O)(=O)c1ccc(N2CCCC2)c(C(=O)OCC(=O)NC2CCCCC2)c1	0%	-19%	1	2.1%	-4
23	CC(C)(C)OC(=O)N1CCC(c2c(C(=O)NCc3cccs3)cnn2-c2ccc(F)cc2F)CC1	3%	-4%	-7	-0.3%	2
24	c1ccc2c(c1)nc1n2CCN1CCNC1CCCCC1	0%	-20%	33	-0.1%	8
25	Cc1cccc(NS(=O)(=O)c2ccc3c(c2)CCN3C(=O)C2CCC2)c1	-6%	1%	-25	3.3%	-1
26	CSc1nc(C)cc(OCCNS(=O)(=O)c2cc(C)ccc2C)n1	1%	-1%	2	0.7%	-21
27	Cc1ccc(N2CC(NC(=O)c3ccccc3Br)CC2=O)cc1 (centres undefined)	-2%	-2%	·	0.2%	-3
28	OC(COCC1COc2ccccc2O1)CN1CCN(c2ccccn2)CC1 (centres undefined)	1%&-1%	5%&6%	4	-1.0%	-23
29	CCCCNC(=O)c1ccc(N2CCOCC2)c(NS(=O)(=O)c2ccc(OC)cc2)c1	-10%	0%	3	0.3%	13
30	O=S(=O)(Nc1cccc(CCc2ccccn2)c1)c1ccc2ccccc2c1	4%	1%	4	-0.2%	-9

item	D1 PAM	LDHA block	D1 agonist	Glioma ERSR ind
21	-1	-5	1	-4%
22	-1	-6	-1	-3%
23	0	9	8	-4%
24	-1	-6	-1	-4%
25	0	-2	9	-3%
26	4	-3	3	-2%
27	0	-2	-3	0%
28	-2	-6&1	1	-2%&2%
29	-1	-4	-1	-5%
30	-6	-2	32*	-8%

More results
item	Structure	Vif-APOBEC3G blk	Vif-A3F inh	D1 antagonist	RXFP1 ag	D2 PAM
31	COc1ccc(Cl)cc1NC(=O)CN1Cc2ccccc2C1=O	-6%	1%	16	-1.7%	1
32	COc1ccc(S(=O)(=O)N2CCC(C(=O)NCCN3CCOCC3)CC2)cc1OC	0%	4%	-5	1.0%	-4
33	COc1ccc(CN2CC(C(=O)NCCc3ccccc3)CC2=O)cc1 (centres undefined)	3%	2%	22	0.8%	-3
34	Cc1cc(C)cc(NC(=O)Nn2cnnc2)c1	1%	1%	-6	0.4%	6
35	Cc1ccc2[nH]c3c(c2c1)CN(C(=O)CN1CCCCC1)CC3	2%	-2%	21	0.2%	0
36	COc1ccc(-c2cc(C3CC3)nc(SCC(=O)c3cccs3)c2C#N)cc1	-7%	?	-7	3.1%	-5
37	Cc1ccccc1CNC(=O)CN(c1ccccc1Cl)S(C)(=O)=O	1%	3%	-3	-0.9%	·
38	Cc1ccc(S(=O)(=O)N2CCC(C(=O)NCc3ccccc3CN3CCCC3)CC2)cc1C	3%	9%	-35*	0.5%	7
39	O=C(COC(=O)c1ccc2ncsc2c1)Nc1cc(Cl)ccc1F	-4%	3%	-12	2.2%	14
40	Cc1onc(-c2ccccc2Cl)c1C(=O)O/N=C(\N)c1cccc([N+](=O)[O-])c1	?	0%	·	·	·

item	D1 PAM	LDHA block	D1 agonist	Glioma ERSR ind
31	-1	-9	1	-3%
32	3	-8	1	-3%
33	4	-1	0	-4%
34	-1	-1	0	-4%
35	-2	2	5	-3%
36	-4	-3	18	-2%
37	-11	-7	2	1%
38	-13	0	7	-3%
39	0	-3	2	-2%
40	·	-5	·	2%

New compounds follow
item	Structure	Vif-APOBEC3G blk	Vif-A3F inh	D1 antagonist	RXFP1 ag	D2 PAM
41	COc1ccc(C(=O)C(=NN)c2ccccc2)cc1	1%	6%	·	·	·
42	CC(C)N(C(=O)CSc1nnc(C2CC2)n1C1CC1)c1ccccc1	2%	-8%	-5	-0.5%	·
43	Cc1cc(C)c(NC(=O)CCCCCNC2CCCCC2)c(C)c1	-11%	2%	37	0.7%	6
44	COc1cc(-c2n[nH]c(=S)n2Cc2ccccc2)cc(OC)c1OC	0%	-2%	1	1.0%	0
45	O=C(Nc1cccnc1)C1CC(c2ccc(Cl)c(Cl)c2)=NO1 (centres undefined)	-2%	-13%	-22	0.1%	6

item	D1 PAM	LDHA block	D1 agonist	Glioma ERSR ind
41	·	2	·	-2%
42	-1	-12	4	-1%
43	-4	-6	1	-2%
44	-8	-8	1	16%
45	-8	0	6	0%

Screens as filed in PubChem.

Some of the compounds tested; count on the stated rates, not on these rows.
